Screens: PubChem BioAssay, several laboratories
b-catenin transl: alters nuclear translocation of beta-catenin in HeLa cells; immunofluorescence imaging; nuclear translocation activity, % at 5 µM; 190,000 tested, 0.3% active; AID 1665;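 active = nuclear translocation activity above 50% at 5 µM, with a well cell count of 50 or more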;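 note: per-cell ratio of nuclear to cytoplasmic median beta-catenin stain intensity; plate controls were DMSO negative control for no effect and GSK-3 inhibitor IX positive control for full effect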
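Test system: human HeLa cells, native beta-catenin. Compound dosing: 5 µM primary single dose, 0.1% DMSO, 0.02–20 µM confirmation series. Incubation: compound exposure 24 h at 37°C. Detection: beta-catenin immunostaining with DAPI counterstain, 20x imaging, 6 fields/well. Read-out basis: Nuclear/cytoplasmic beta-catenin signal ratio, % activation.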
Ins promoter up: MIN6 insulin promoter up-regulation | MIN6 insulin promoter-GFP reporter, high-content imaging; active compounds read high | z-score at 5 µM | 190,000 tested, 0.3% active;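 active = z-score above 3 at 5 µM with at least 500 cells counted in the well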
NOD1 NF-kB reporter: NOD1 signaling inhibitors, primary screen, cell-based, luminescence, uHTS (AID 1578) | NOD1-driven NF-kB luciferase reporter cells, luminescence; higher % means a stronger effect | inhibition, % at 4 µM; hits with a dose series show EC50 in µM | 290,000 tested, 1% active; in the data active = inhibition mostly above about 36%, no sharp cut-off; inactive = mostly below about 34%;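 note: HEK-293T reporter cells stimulated with the NOD1 agonist gamma-tri-DAP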
Yfh1-depleted yeast: enhancers of respiration in Yfh1-depleted yeast, dose response, Friedreich's ataxia, plus single-dose screen (AID 1465); S. cerevisiae Yfh1-off respiration, WST-1 reduction, 72 h; higher fold induction means a stronger effect; fold induction at 50 µM, or EC50 in µM where a hit was titrated; 220,000 tested, 0.074% active;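 active = fold induction of absorbance versus untreated yeast above a set limit, then at least 30% activation at any dose in follow-up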;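 note: activators that raise dye reduction in frataxin-depleted yeast; strong numbers were not always called active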
Autophagy HCS: autophagy modulation, high-content screen | MEF GFP-LC3 puncta imaging; test concentration mostly 10 µM | 190,000 tested, 0.98% active | calls only at 10 µM (by protocol) | AID 463193;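 active = percentage of spot-positive cells more than 3 SD above its plate mean, without a fluorescence outlier flag or 80% toxicity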;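 note: spot-positive cell cutoff set from DMSO-treated cells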
HEK293 NOD2/NF-kB: inhibition of NOD2-driven NF-kB reporter – cell-based, luminescence, uHTS, HEK293 (AID 1566); HEK293 NOD2/NF-kB luciferase reporter, luminescence; higher % means a stronger effect; inhibition, % at 4 µM; hits with a dose series show EC50 in µM; 290,000 tested, 0.63% active; in the data active = inhibition above about 50%; note: many of its hits are not listed in these tables
MT stabilizer: microtubule stabilizers in HeLa cells; HeLa tubulin immunostaining HCS, 24 h; share of cells brighter than vehicle mean+2SD; % tubulin-high responders, % at 10 µM; 200,000 tested, 0.83% active;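 active = plate Z-score above 3 for both tubulin-high and condensed-nucleus cell shares, with cell loss under 80%, at 10 µM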;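 note: anti alpha tubulin signal scored within the nucleus-defined area of each cell; some results filed as inactive read as strong as hits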
Dynein transport: dynein cargo transport inhibition | 3617.4 mouse cells, GR-EGFP nuclear translocation imaging; test concentration mostly 20 µM; stimulated with dexamethasone, 1 µM; active compounds read low | z-score, hits read low | 220,000 tested, 0.47% active | AID 1381;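 active = plate z-score of nuclear minus cytoplasmic receptor signal below a set negative limit, without overly bright fluorescence or cell loss, cut at about -3.5 in these data, passing the limit was not always enough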;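 note: z-score of nuclear minus cytoplasmic ring GR-EGFP intensity difference per well; some compounds called inactive have numbers as strong as hits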
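Buffer or medium: tet-free, stripped-serum medium; reagent: dexamethasone at 1.0 µM final, 30 min; incubation: 48 h induction, 1 h compound, 30 min dex at 37 °C; measured by: formaldehyde fixation, Hoechst nuclear stain, 10x automated fluorescence imaging; read-out: nuclear-to-cytoplasmic GR-EGFP distribution per well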
P. falciparum M17LAP: P. falciparum M17LAP inhibitors, primary screen, biochemical, fluorogenic H-Leu-NHMec substrate, 1536-well (AID 1619); recombinant M17LAP, H-Leu-NHMec fluorogenic kinetic assay; higher % means a stronger effect; inhibition, % at 30 µM, or IC50 in µM where a hit was titrated; 220,000 tested, 0.38% active;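 active = compound inhibiting the enzyme by more than half at any dose during confirmatory dose-response retesting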;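 note: plate controls were full reaction with DMSO carrier for no effect and no enzyme background for full effect; strong numbers were not always called active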
Dynein transport cytoplasmic EGFP: also measured in Dynein transport; calls as there; z-score; measured here: cytoplasmic GR-EGFP intensity; active compounds read high
Dynein transport nuclear GR-EGFP: recorded beside Dynein transport, whose call it bears; z-score; measured here: nuclear GR-EGFP intensity;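 lower value marks the stronger effect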
Dynein transport cell count: second read-out of Dynein transport, no call of its own (marks repeat the call); z-score; measured here: cell count per field
Ins promoter up cell count: also measured in Ins promoter up; calls as there; cell count; measured here: cytotoxicity, nuclei count;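 total cells summed across four imaged fields per well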
b-catenin transl cell count 5 µM: second read-out of b-catenin transl, no call of its own (marks repeat the call); cell count; measured here: cell count, cytotoxicity flag
MT stabilizer Hoechst-high %: recorded beside MT stabilizer, whose call it bears; % Hoechst-high responders; measured here: nuclear condensation Hoechst responders;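 share of cells brighter than vehicle mean plus two SD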
MT stabilizer cytotoxicity %: second read-out of MT stabilizer, no call of its own (marks repeat the call); toxicity, %; measured here: cytotoxicity by cell density;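 0% = mean cell density of plate MIN control wells and 100% = no cells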
Autophagy HCS cell loss 18 h: second read-out of Autophagy HCS, no call of its own (marks repeat the call); toxicity, %; measured here: cell loss, nuclei count;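 cell loss after 18 h compound exposure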
Starred values were filed as active, the others as inactive; i = inactive; nt = not tested or not shown; + = active, no number.

Screens in order: b-catenin transl	MT stabilizer Hoechst-high %	Dynein transport cell count	Ins promoter up cell count	MT stabilizer	Autophagy HCS cell loss 18 h	P. falciparum M17LAP	Dynein transport cytoplasmic EGFP	Dynein transport	Dynein transport nuclear GR-EGFP	b-catenin transl cell count 5 µM	MT stabilizer cytotoxicity %	Ins promoter up	HEK293 NOD2/NF-kB	Yfh1-depleted yeast	Autophagy HCS	NOD1 NF-kB reporter
> COc1ccc(N(C(=O)COc2cccc(C)c2)S(=O)(=O)c2ccc(C)cc2)cc1
  -0.4	1.8	1	1420	2.3	-3	7%	-0.24	-0.85	-0.42	1043	1.4	1.7	28%	i	i	-2%
> O=C(COC(=O)c1ccccc1NS(=O)(=O)c1ccc(Cl)cc1)NCc1ccccc1
  -3.5	3.4	0.57	1141	2.6	-45	18%	-0.28	-0.34	-0.46	513	7.3	-0.12	12%	i	i	37%
> Cc1nc2c3ccccc3n(CC#N)c(=O)n2n1
  nt	3.6	0.6	933	2.6	-1	0%	-0.26	-0.54	-0.12	nt	10	-0.5	8%	i	i	-13%
> O=C(CN1CCN(Cc2ccccc2Cl)C1=O)NCc1ccco1
  1.5	1.9	0.29	1368	3.0	11	34%	-0.19	-0.65	0.5	1381	5.7	-0.36	12%	i	i	-34%
> C/C=C(\C)CN1CCCC(CO)(Cc2ccccc2)C1 (stereo not given)
  1.3	1.2	0.27	nt	1.4	9	-5%	-0.15	-0.042	0.3	849	4.6	nt	17%	i	i	-22%
> N/C(=N\OC(=O)c1ccco1)c1cccc(Br)c1
  -2.0	0.9	-1.4	847	2.6	-14	-7%	2.3	-0.37	0.26	1210	4.7	0.03	-57%	i	i	-79%
> CCCC(=O)NCCc1nc2ccccc2n1C
  -0.1	3.0	0.21	1205	3.4	-8	3%	-0.21	-0.9	-0.12	1222	12	1.1	6%	i	i	-21%
> CCCCCCc1nc2c(=O)[nH]c3ccccc3c2o1
  1.0	2.9	0.034	1289	3.5	18	0%	-0.16	0.034	0.81	1127	3.0	0.11	7%	i	i	-7%
> CS(=O)(=O)NCCSCc1c(Cl)cccc1Cl
  -1.8	1.1	-0.53	851	1.7	-2	7%	-0.22	0.93	0.5	1201	2.5	-0.48	-5%	i	i	-20%
> O=C(CCc1nc2ccccc2c(=O)[nH]1)OCc1ccc(-c2ccccc2)cc1
  -0.7	4.4	0.0017	1435	1.6	-16	13%	-0.29	-0.41	-0.32	554	6.7	-0.23	20%	i	i	-18%
> Cc1cc(OCc2nn[nH]n2)c2c(C)c(CC(=O)O)c(=O)oc2c1
  0.8	1.4	2.6	944	2.1	19	-68%	-0.13	-0.73	-0.31	1100	8.4	-0.58	12%	i	i	-19%
> CCN(CC)c1ccc(/C=C/c2nc3ccccc3s2)cc1
  nt	1.9	0.83	nt	1.1	-0.7*	8%	25	-10	-0.61	nt	7.9	nt	i	i	+	-18%
> CCC(=O)NC(=S)NNC(=O)c1ccc(NC(=O)c2ccccc2)cc1
  -0.3	2.4	-0.68	879	2.9	17	3%	-0.26	1.1	0.61	1072	3.9	-0.61	15%	i	i	-12%
> CCC1=Nc2cc(C(=O)NCc3ccco3)ccc2Sc2ccc(Cl)cc21
  38	62	-0.25	729	8.1	39	17%	-0.2	-0.043	-0.27	278	40	0.35	-15%	i	i	-11%
> O=[N+]([O-])c1ccc(N2CCN(CCOCCO)CC2)c([N+](=O)[O-])c1
  -2.0	1.9	1.3	1449	3.3	-15	nt	-0.34	-0.76	-0.25	1040	8.9	0.32	-11%	i	i	-12%
> CCN(c1ccc(OCC(=O)OCC(=O)c2c(N)n(C)c(=O)n(C)c2=O)cc1)S(=O)(=O)c1ccccc1
  -2.0	1.1	1.2	1379	4.5	15	-2%	-0.31	-0.26	0.14	978	20	1.2	-6%	i	i	-14%
> O=C(c1ccc(O)cc1)c1ccc(C(=O)O)c(C(=O)O)c1
  -1.0	3.3	-0.62	1358	2.5	-1	14%	-0.24	0.31	0.14	1024	28	-0.94	1%	i	i	-23%
> CC1CC(NC(=O)N(C)C)N(C)C(=O)N1 (stereo not given)
  -7.4	2.5	-1.5	1201	4.3	0	-2%	-0.16	1.1	2.1	613	12	0.23	7%	i	i	-36%
> O=C(c1ccc2c(c1)OCO2)C1CCCN(Cc2cn[nH]c2-c2cccc(F)c2)C1 (stereo not given)
  0.5	1.5	0.57	nt	0.7	1	23%	-0.28	0.57	0.43	1410	6.1	nt	21%	i	i	-17%
> CC(=O)N1CCc2cc(S(=O)(=O)N3CCc4ccccc4C3)ccc21
  3.5	1.9	0.42	918	1.3	3	-2%	0.14	-0.44	0.1	988	5.9	-0.52	21%	i	i	16%

Screens in order: b-catenin transl	MT stabilizer Hoechst-high %	Dynein transport cell count	Ins promoter up cell count	MT stabilizer	Autophagy HCS cell loss 18 h	P. falciparum M17LAP	Dynein transport cytoplasmic EGFP	Dynein transport	Dynein transport nuclear GR-EGFP	b-catenin transl cell count 5 µM	MT stabilizer cytotoxicity %	Ins promoter up	HEK293 NOD2/NF-kB	Yfh1-depleted yeast	Autophagy HCS	NOD1 NF-kB reporter
> CCn1c(C)nc2cc(C(=O)N/N=C/c3cccc(OC)c3O)ccc21
  0.1	3.1	0.16	1460	5.0	22	0%	-0.29	-0.13	0.43	1432	4.4	-0.24	29%	i	i	-10%
> CNC(=O)COc1ccccc1C(=O)Nc1ccc2c(c1)oc1ccccc12
  nt	2.6	0.18	882	1.9	-4	-3%	-0.19	0.41	0.22	nt	6.1	-0.16	-4%	i	i	-23%
> CC1=NN(CCC#N)C(=O)/C1=C/c1ccc(N(C)C)cc1
  -3.7	1.5	-0.26	1179	3.1	5	120µM*	-0.13	2	0.95	1041	3.0	-1.1	10%	i	i	-23%
> COC(=O)c1c(NC(=O)c2ccccc2)sc2c1CC(C)(C)OC2
  nt	1.2	-0.42	917	0.8	-3	-6%	-0.18	-0.13	0.24	nt	10	-0.32	29%	i	i	3%
> CCc1ccc(OS(=O)(=O)c2cn(C)c(=O)n(C)c2=O)cc1
  -1.2	1.2	1.1	1600	0.7	-3	0%	-0.23	0.77	0.3	965	7.3	0.1	3%	i	i	-22%
> COc1ccc(C2C(C#N)=C(N)N3C(=C2C#N)Sc2ccccc23)cc1 (stereo not given)
  -3.9	2.0	0.069	1602	4.1	4.5*	3%	2.8	-0.14	0.78	1034	6.2	1.3	3%	i	+	-47%
> CNC(=S)N1CCN=C1Nc1nc(C)cc(C)n1
  -0.8	1.0	1.1	1240	1.7	-1	3%	-0.26	-1.4	-0.63	1541	5.5	1.3	-20%	i	i	-4%
> COc1ccccc1NC(=S)NN1CCN(C)CC1
  -1.0	4.8	0.88	1422	3.4	-7	9%	-0.26	-0.57	-0.71	549	7.7	-0.69	6%	i	i	-17%
> CCC(C)c1ccccc1NC(=O)COC(=O)c1ccc(N2CCCC2)c([N+](=O)[O-])c1 (stereo not given)
  -1.5	0.9	-0.76	1449	3.2	26	-1%	-0.23	0.76	0.68	1073	4.5	0.21	-10%	i	i	-28%
> O=C(CSc1nnc(CN2CCOCC2)n1-c1ccccc1)Nc1ccc(Cl)cc1
  -2.0	0.1	-1	1014	1.3	-7	1%	-0.16	0.49	0.83	1219	45	-0.81	23%	i	i	-14%
> O=C(O)[C@H](Cc1ccccc1)NC(=O)N1CCOCC1
  1.2	2.2	-0.081	1138	7.8	4	5%	-0.41	0.68	0.55	1131	1.4	0.53	2%	i	i	-20%
> N/C(=N\OC(=O)c1ccc(Br)cc1)c1ccncc1
  2.0	2.2	0.00056	1211	5.0	3	0%	-0.075	0.0028	-0.046	960	8.3	-0.24	-30%	i	i	-34%
> O=C1NC(Nc2nccs2)(C(F)(F)F)C(=O)N1CCc1ccccc1 (stereo not given)
  -0.6	2.3	0.34	1399	5.0	17	7%	-0.26	0.17	0.15	1045	5.4	-0.07	-8%	i	i	-7%
> CCN(CC)C(=O)CSc1nnc([C@@H](N)Cc2ccccc2)o1
  -3.8	nt	nt	1168	nt	nt	9%	nt	nt	nt	906	nt	0.08	6%	i	nt	-5%
> CC/C(C)=C1\SC(N2CCN(c3cccc(C(F)(F)F)c3)CC2)=NC1=O
  0.4	2.5	0.59	1555	3.4	7	3%	-0.23	-0.6	-1.1	1275	3.3	-1.2	31%	i	i	18%
> O=C(Nc1ccc(S(=O)(=O)Nc2ccccc2)cc1)c1ccc(CN2CCOCC2)cc1
  0.6	0.8	-0.8	1300	3.2	14	9%	-0.2	1.9	0.94	1043	3.1	-0.75	42%	i	i	76%*
> O=C(O)Cn1nnnc1SCC(=O)Nc1ccc(F)cc1F
  1.3	1.5	0.068	1469	2.0	-4	31%	-0.13	1.8	0.45	1413	0.0	-0.03	6%	i	i	-20%

Already shown: an excerpt of the list.
Screens in order: b-catenin transl	MT stabilizer Hoechst-high %	Dynein transport cell count	Ins promoter up cell count	MT stabilizer	Autophagy HCS cell loss 18 h	P. falciparum M17LAP	Dynein transport cytoplasmic EGFP	Dynein transport	Dynein transport nuclear GR-EGFP	b-catenin transl cell count 5 µM	MT stabilizer cytotoxicity %	Ins promoter up	HEK293 NOD2/NF-kB	Yfh1-depleted yeast	Autophagy HCS	NOD1 NF-kB reporter
> O=C(Nc1ccc(S(=O)(=O)Nc2ccccc2)cc1)c1ccc(CN2CCOCC2)cc1
  0.6	0.8	-0.8	1300	3.2	14	9%	-0.2	1.9	0.94	1043	3.1	-0.75	42%	i	i	76%*
> O=C(O)Cn1nnnc1SCC(=O)Nc1ccc(F)cc1F
  1.3	1.5	0.068	1469	2.0	-4	31%	-0.13	1.8	0.45	1413	0.0	-0.03	6%	i	i	-20%

Not all compounds are listed; count on the stated rates, not on these rows.
